NR2F2 inh: blocks human COUP-TFII nuclear receptor; P24468; HEK293T NGFI-A luciferase reporter, luminescence; inhibition, % at 8.6 µM; 370,000 compounds, 0.7% hits; AID 686940;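 active means inhibition above a per-plate cutoff, mean inhibition of test wells between control levels plus 3 SD, cut at about 38% in these data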;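 further: cells cotransfected with COUP-TFII expression vector driving the NGFI-A reporter; 0% = median of COUP-TF2 test wells and 100% = reporter-only cells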
NCOA1 inh: human NCOA1 inhibition | 360,000 compounds, 0.12% hits | Q15788 | AID 588354 | inhibition, % at 3.6 µM | HEK293 GAL4-SRC1 luciferase reporter, luminescence;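 active means inhibition above the campaign mean plus 3 SD, with each screening campaign given its own cutoff, cut at about 60% in these data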;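 further: 0% = DMSO treated cells and 100% = gossypol at 36 µM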
NCOA3 inh: human NCOA3 inhibition | Q9Y6Q9 | HEK293 GAL4-SRC3 luciferase reporter, luminescence | inhibition, % at 3.6 µM | 360,000 compounds, 0.17% hits | AID 588352;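 active means inhibition above a per-campaign cutoff, the mean of all compounds plus 3 SD, cut at about 60% in these data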;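 further: 0% = DMSO-treated cells and 100% = gossypol-treated cells at 36 µM; higher means less SRC3-driven luciferase light from the GAL4 reporter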
LRH-1 inv ag: NR5A2 inverse agonism in reporter assay. O00482. HEK293T StAR-luciferase reporter, LRH-1 transfected, 24 h. inhibition, % at 3.6 µM. 360,000 compounds, 0.13% hits. AID 602396;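 active means inhibition above the mean inhibition of all tested compounds plus 3 SD, cut at about 73% in these data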;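 further: 0% = DMSO wells and 100% = reporter-only cells lacking LRH-1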
NOD2-RIPK2 inh: blocks binding of human NOD2 to RIPK2. O43353. CHO BLA complementation NOD2-RIPK2, CCF4 ratio. inhibition, % at 4.98 µM. 360,000 compounds, 0.38% hits. AID 624267; in the data active means inhibition above about 21%;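 further: 0% = vehicle only and 100% = reference blocker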
TLR9-MyD88 inh: inhibitors of human TLR9-MyD88 binding; 340,000 compounds, 0.21% hits; inhibition, % at 4.98 µM; AID 504734; Q9NR96+Q99836; CHO BLA complementation TLR9-MyD88, CCF4 FRET ratio;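 active means inhibition above the mean over all tested compounds plus 3 SD, cut at about 21% in these data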;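 further: 0% = DMSO only wells and 100% = clavulanate BLA inhibitor control wells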
Target sequence (Q99836 whole entry, looked up): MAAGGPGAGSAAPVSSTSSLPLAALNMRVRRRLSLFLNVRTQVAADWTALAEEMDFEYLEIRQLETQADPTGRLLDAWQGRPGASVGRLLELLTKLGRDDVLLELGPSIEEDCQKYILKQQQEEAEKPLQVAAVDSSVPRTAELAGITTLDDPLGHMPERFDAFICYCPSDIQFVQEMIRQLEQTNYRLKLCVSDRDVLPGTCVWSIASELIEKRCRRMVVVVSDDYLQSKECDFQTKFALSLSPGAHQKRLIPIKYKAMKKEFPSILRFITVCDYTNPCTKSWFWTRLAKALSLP
Target sequence (Q9NR96 whole entry, looked up): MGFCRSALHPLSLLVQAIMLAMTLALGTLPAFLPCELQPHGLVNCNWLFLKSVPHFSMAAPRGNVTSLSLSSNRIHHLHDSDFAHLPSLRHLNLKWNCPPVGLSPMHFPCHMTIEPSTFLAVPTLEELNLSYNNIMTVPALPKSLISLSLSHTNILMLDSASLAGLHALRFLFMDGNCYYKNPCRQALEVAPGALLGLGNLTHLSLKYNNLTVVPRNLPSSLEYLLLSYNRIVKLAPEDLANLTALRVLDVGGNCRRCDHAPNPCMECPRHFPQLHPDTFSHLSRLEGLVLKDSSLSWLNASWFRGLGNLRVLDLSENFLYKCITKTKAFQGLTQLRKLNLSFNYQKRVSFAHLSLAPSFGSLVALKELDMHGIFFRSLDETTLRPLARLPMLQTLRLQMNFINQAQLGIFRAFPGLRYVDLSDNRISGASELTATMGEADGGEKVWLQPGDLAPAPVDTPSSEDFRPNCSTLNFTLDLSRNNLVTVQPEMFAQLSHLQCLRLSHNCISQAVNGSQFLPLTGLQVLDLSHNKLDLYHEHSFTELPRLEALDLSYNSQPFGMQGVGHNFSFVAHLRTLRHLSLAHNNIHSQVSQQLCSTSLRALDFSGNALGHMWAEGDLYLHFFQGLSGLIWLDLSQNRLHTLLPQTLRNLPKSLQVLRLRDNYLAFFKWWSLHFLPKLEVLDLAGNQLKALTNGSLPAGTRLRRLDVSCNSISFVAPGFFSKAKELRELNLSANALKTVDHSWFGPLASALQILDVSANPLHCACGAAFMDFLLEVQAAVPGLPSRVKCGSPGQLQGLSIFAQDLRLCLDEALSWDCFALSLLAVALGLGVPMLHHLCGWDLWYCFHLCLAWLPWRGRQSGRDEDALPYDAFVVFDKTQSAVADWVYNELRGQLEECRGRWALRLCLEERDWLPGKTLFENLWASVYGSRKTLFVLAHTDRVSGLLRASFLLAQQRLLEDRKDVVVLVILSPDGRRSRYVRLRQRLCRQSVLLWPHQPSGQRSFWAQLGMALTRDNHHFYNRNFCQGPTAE
Vif inh: blocks HIV Vif function; 340,000 compounds, 0.35% hits; HEK293T cells, Vif self-association by quenched fluorescence, imaging, 24 h; inhibition, % at 7.49 µM; AID 602346; in the data active means inhibition above about 50%, passing the limit was not always enough; inconclusive means no clear call, values can overlap the other calls; inactive means below about 31%; further: some results filed as inactive read as strong as hits
C8 TRAIL sens: caspase-8 TRAIL sensitization; NB7+C8 cells + TRAIL, ATPlite viability luminescence; inhibition (viability loss, TRAIL sensitization), % at 10 µM; 360,000 compounds, 1% hits;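 active means compounds causing at least 50% loss of cell viability in the single-dose screen, relative to plate controls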
SRC2 inh: inhibits human steroid receptor coactivator 2; 370,000 compounds, 0.17% hits; HEK293 GAL4-SRC2 luciferase reporter, luminescence; Q15596; inhibition, % at 9 µM;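 active means inhibition above the mean inhibition of all tested compounds plus 3 SD, set per campaign, cut at about 52% in these data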;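 further: 0% = DMSO treated cells and 100% = cells given Gossypol at 36 µM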
EBV LMP1 NFkB: inhibitors of Epstein-Barr LMP1-induced NF-kappaB reporter; 350,000 compounds, 0.69% hits; inhibition, % at 12.5 µM; LMP1-induced NF-kappaB luciferase reporter cells, luminescence; in the data active means inhibition above about 41%; inconclusive means no clear call, values can overlap the other calls;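 further: 0% = neutral control wells and 100% = reference inhibitor control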
TROY signal inh: TROY signaling inhibition | inhibition, % at 10 µM | Q293 LMP1-TROYcd NF-kB luciferase reporter, 4 h | 360,000 compounds, 0.98% hits;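 active means compounds whose plate-normalised and pattern-corrected inhibition of the luciferase reporter signal at the single screening dose is 50% or more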
* = called active by the depositor; ? = inconclusive; . = no result given. An excerpt; count on the stated rates, not on these rows.

SMILES	NR2F2 inh	NCOA1 inh	NCOA3 inh	LRH-1 inv ag	NOD2-RIPK2 inh	TLR9-MyD88 inh	Vif inh	C8 TRAIL sens	SRC2 inh	EBV LMP1 NFkB	TROY signal inh
O=C1CCC[C@@H]2[C@H]3CCC[N+]4([O-])CCC[C@@H](CN12)[C@@H]34 (stereo partly specified)	12	-2	1	11	-5	-3	0	-6	4	4	-16
O=C(c1ccncc1)N1N=C(C2CC2)CC1(O)C(F)(F)F (stereo unspecified)	8	-2	15	-2	0	1	15	-3	-4	3	-8
COC(=O)c1ccc([C@H]2C=C(C(=O)O)O[C@@H](OCc3ccc(CO)cc3)C2)cc1	-2	-12	-21	7	-13	-3	1	-10	-25	-1	-11
CCCCCCCCC1CC(C(=O)Nc2ccccc2)C(=O)O1 (stereo unspecified)	6	-10	7	16	6	0	-5	-9	-13	-6	18
C=C(Cl)COC(=O)[C@H]1C2C=CC(C2)C1C(=O)O (stereo partly specified)	6	4	7	-5	3	3	-6	2	-10	-10	14
COc1cc(NC(=O)Cn2cnc3c(NCc4ccccc4)ncnc32)cc(OC)c1OC	-9	17	-7	-7	-2	-10	-2	11	12	6	-14
O=[N+]([O-])c1cccc(S(=O)(=O)N2CCCCC2c2cccnc2)c1 (stereo unspecified)	-10	8	15	-12	-3	-12	-3	-3	16	-4	-10
Oc1ccc(-c2nc3ccccc3nc2-c2ccccc2)cc1	-5	-14	-1	-15	-2	-8	-14	-10	3	-1	12
O=C(CSC1CCCCC1)N1CCN(c2ccccc2)CC1	-28	-19	1	8	-3	-3	.	-3	3	-6	1
O=c1c(/C=N/OCc2ccc(Cl)cc2Cl)c[nH]n1-c1cccc(Cl)n1	0	10	6	11	-4	-2	-1	0	-5	3	6
CCOC(=O)CCn1nc(-c2ccc(Cl)cc2)cc1N	-25	-83	-44	-60	5	4	12	-2	-38	-7	-64
O=C(c1ccco1)N1N=C(c2ccco2)CC1c1ccc(Cl)cc1Cl (stereo unspecified)	-2	1	2	7	-6	-2	12	-2	-16	0	-4
Oc1ccccc1/C=N/n1c2ccccc2c2ccccc21	13	6	6	3	-14	-13	-3	-11	-16	11	-16
Cc1c(C(=O)OCC(=O)Nc2ccc(N3CCOCC3)cc2)oc2ccccc12	-20	-33	13	8	4	0	-1	12	8	8	-5
Cc1ccc(-c2nc(-c3cccnc3)no2)c(C)c1	-34	-99	-75	-133	1	-5	1	37	-62	11	-25
C=CCNC(=S)NNC(=O)c1cccnc1	5	2	1	12	-2	1	2	-4	-17	0	-3
COc1ccc(C(=S)N2CCN(c3cccc(Cl)c3)CC2)c(OC)c1	0	2	12	31	11	-5	12	-37	21	-5	17
Cc1ccc(SCc2[nH]nc3c2C2(C(=O)Nc4ccc(F)cc42)C(C#N)=C(N)O3)cc1 (stereo unspecified)	-7	-8	7	6	4	1	1	11	9	1	5
Cn1c(SCc2nc(-c3ccccc3)no2)nnc1-c1cccs1	2	-14	-1	-6	0	-2	-5	3	-15	-4	10
COCC(=O)N1CCC(Oc2ccc(C(=O)NC(C)c3nccs3)cc2)CC1 (stereo unspecified)	-10	1	16	1	0	1	.	-16	6	3	3
COc1ccc(CC(=O)O)cc1O	1	-12	-15	17	-8	1	-2	-2	-25	-11	-8
COc1cccc(-n2nc3c(-n4ncc(C#N)c4N)nnc(C)c3c2C)c1	3	-19	-5	3	7	-10	-4	-1	-41	-8	3
COc1ccc(SCCN2CCN(CC(C)C)CCC2=O)cc1	-5	-7	-10	3	-1	-3	3	3	11	-2	10
CCSc1n[nH]c(=O)[nH]c1=O	0	-29	1	-2	-3	-8	1	3	-2	-6	8
CC(=O)NCCNC(=O)C1(C)Cc2c(-c3cccc(C(F)(F)F)c3)ccnc2O1 (stereo unspecified)	-2	6	-12	-2	-3	.	15	7	-42	.	-14
Cc1ccc(CNS(=O)(=O)c2c(C(=O)N3CCCCC3)c(C)n(C)c2C)o1	3	-7	-9	2	1	-1	14	15	-23	-8	-3
CCn1ncc(NC(=S)NCCc2ccccc2)c1C(N)=O	3	-10	9	5	1	-1	-2	3	-14	-2	-1
CC1CCCC(NS(=O)(=O)c2cc3c(cc2Cl)NC(=O)CO3)C1C (stereo unspecified)	1	1	6	-8	5	2	-3	-1	11	1	14
O=C(NCc1ccccc1Cl)c1ccc(NC2=NC3CS(=O)(=O)CC3S2)cc1 (stereo unspecified)	-9	3	2	-5	-23	0	17	-1	3	-5	-3
O=C(C1CCN(S(=O)(=O)c2cnc[nH]2)CC1)N(CCc1ccccc1)Cc1ccccc1	-18	-5	-10	6	3	-5	2	2	-1	4	8
Cc1ccc2c(CC(=O)NNC(=O)c3ccncc3)coc2c1	-11	4	-14	17	6	0	19	7	-25	8	-3
CCSc1nnc(NC(=O)C(Cc2ccccc2)n2cccc2)s1 (stereo unspecified)	-13	1	-52	-6	-1	-4	13	11	-2	-15	3
Cc1ccc(-c2nnn(CC(=O)N(Cc3ccccc3)C(C(=O)NC3CCCC3)c3ccncc3)n2)o1 (stereo unspecified)	16	-10	1	1	-11	-1	3	-1	3	-1	-30
COc1cc(C(=O)NCCC(=O)NCCN2CCOCC2)cc(OC)c1OC	.	-4	2	4	-1	0	-4	-6	.	9	7
Cc1nc(Nc2ccc(Cl)cc2)c2nnn(Cc3ccccc3)c2n1	11	-1	13	4	2	1	-7	-4	-17	-1	26
Cc1ccc(C)c(NC(=S)NC(NC(=O)Cc2ccccc2)C(Cl)(Cl)Cl)c1 (stereo unspecified)	12	7	11	-16	-4	-3	1	-3	3	-13	10
COc1ccc(C)cc1NC(=O)c1cc(S(=O)(=O)N2CCCCC2)ccc1N1CCOCC1	16	5	-9	12	-19	1	?	13	12	-4	8
Cc1ccc(Cl)cc1N1CCN(C(=O)c2cc3c(=O)n(C)c4ccccc4c3n2C)CC1	-8	13	-9	-33	-4	14	-2	26	3	30	0
CC(C(=O)NC1CCCC1)N1CCN(Cc2ccccc2)CC1 (stereo unspecified)	-18	-14	11	2	7	-7	12	-5	-11	8	-6
CC(=O)c1ccc(NC(=O)CN2C(=O)COc3ccc(Cl)cc32)cc1	-20	2	-5	-10	7	3	4	12	29	9	2

3 compounds already listed, ordered by the value under SRC2 inh, falling.
molecule	NR2F2 inh	NCOA1 inh	NCOA3 inh	LRH-1 inv ag	NOD2-RIPK2 inh	TLR9-MyD88 inh	Vif inh	SRC2 inh	EBV LMP1 NFkB
COc1ccc(SCCN2CCN(CC(C)C)CCC2=O)cc1	-5	-7	-10	3	-1	-3	3	11	-2
CCSc1nnc(NC(=O)C(Cc2ccccc2)n2cccc2)s1 (stereo unspecified)	-13	1	-52	-6	-1	-4	13	-2	-15
CCn1ncc(NC(=S)NCCc2ccccc2)c1C(N)=O	3	-10	9	5	1	-1	-2	-14	-2

Next part
SMILES	NR2F2 inh	NCOA1 inh	NCOA3 inh	LRH-1 inv ag	NOD2-RIPK2 inh	TLR9-MyD88 inh	Vif inh	C8 TRAIL sens	SRC2 inh	EBV LMP1 NFkB	TROY signal inh
O=C(C1=C[C@@H](C2CC2)C[C@@H](OCCCCO)O1)N1CCN(Cc2ccc3c(c2)OCO3)CC1	13	2	4	3	3	4	-5	-6	12	-6	-9
O=C(NCCc1ccccc1)c1ccc(=O)[nH]c1	1	-3	-12	-17	0	9	0	0	-30	-7	-23
Cc1noc(C)c1NC(=O)N(C)C[C@@H]1OCc2cn(nn2)CCCC(=O)N([C@H](C)CO)C[C@H]1C	10	1	2	0	6	8	-2	14	7	-2	-8
C=CCn1c(=O)c2ccccc2n2c(SCC(C)=O)nnc12	9	-3	1	-8	4	-3	-2	5	-14	-8	0
CCOc1ccc(S(=O)(=O)N2CCCC(C(=O)NCc3ccncc3)C2)cc1C (stereo unspecified)	20	15	20	-9	-14	-6	-13	22	29	6	12
O=C(O)CCCn1cc(NC(=O)c2sc3ccccc3c2Cl)cn1	7	-46	-1	7	-6	-5	3	-7	24	-1	-8
CO/N=C/c1ccc(N2CCN(C(=O)c3cccc(C(F)(F)F)c3)CC2)c([N+](=O)[O-])c1	23	-15	2	-4	-11	-10	-30	7	22	10	29
Cc1cc(C)n(-c2ccc(C(=O)OCc3ccccc3)cc2)n1	-2	-9	7	-1	2	8	1	-1	-7	1	-40
O=C(CSc1nnc(COc2ccc(Cl)cc2)n1Cc1ccco1)c1ccccc1F	-16	-27	11	-13	-8	1	7	27	-7	2	10
CCOC(=O)C1(CCOC)CCN(Cc2cccc(OCc3ccccc3)c2)CC1	27	2	11	-5	-4	3	-5	5	2	5	15
COc1ccc(NC(=O)C(=O)NCC2CCCN2S(=O)(=O)c2cc(C)ccc2C)cc1 (stereo unspecified)	11	-18	18	24	-1	-2	-13	30	26	9	15
CCc1ccccc1NC(=S)N(Cc1ccc(C(=O)O)cc1)Cc1ccc(OC)c(OC)c1	15	-16	-10	11	-7	-5	1	-3	-2	-2	-11
Cc1ccc(NS(=O)(=O)c2cccc3cccnc23)c(Br)c1	9	-17	-14	-6	-1	-4	-9	4	20	0	2
N#Cc1c(-c2cccs2)nc(SCc2ccc(Cl)cc2)[nH]c1=O	18	-9	12	15	7	1	-5	4	-11	-11	74*
CC(C)CC(=O)N1CCC(O)(CS(=O)(=O)c2ccc(Cl)c(Cl)c2)CC1	-7	-9	15	18	6	-1	-2	0	13	-11	-2
COc1cc([N+](=O)[O-])ccc1NC(=O)CCCOc1cccc(C)c1	7	-1	19	-25	4	5	-2	-4	8	-18	12
Cc1cccc(NC(=O)C23CCC(C)(C(=O)O2)C3(C)C)c1 (stereo unspecified)	-5	4	12	19	5	-7	11	3	14	-1	4
Cc1ccc(C)c(S(=O)(=O)NCc2ccc(C(=O)N3CCN(C)CC3)cc2)c1	-7	3	19	27	-21	2	2	5	-13	0	-11
Cc1ccc(N2CC(C(=O)N3CCN(c4ccccn4)CC3)CC2=O)cc1 (stereo unspecified)	7	12	3	0	-6	-3	17	4	-14	-3	22
COc1ccc(S(=O)(=O)Nc2ccc3c(c2)OCCO3)cc1OC	-1	-7	-2	-6	-2	-4	0	-11	19	6	21
CC(/C=C/c1ccc(N(C)C)cc1)=N/N=C1/NC(=O)CC(C(=O)Nc2ccc(Cl)cc2)S1 (stereo unspecified)	-13	-43	-40	-20	24*	14	-4	1	-15	-16	-13
O=C(C1CCCN(S(=O)(=O)c2cccc3cccnc23)C1)N1CCc2ccccc21 (stereo unspecified)	-3	-10	-12	19	5	-6	-4	-4	15	-3	19
Cc1oc(-c2ccc(Cl)cc2)nc1CN1CCCC(C(=O)N2CCN(C(=O)c3ccco3)CC2)C1 (stereo unspecified)	74*	12	27	28	-1	-1	-8	24	12	6	29
COc1ccc2c(c1)[nH]c1c(=O)n(CCN3CCCC3)cnc12	12	3	3	1	-5	5	11	-18	-21	-4	0
CC(=O)Nc1ccc(N2C(=O)c3cccc(NC(C)=O)c3C2=O)cc1	11	-42	5	-8	-7	6	-12	-8	0	-9	-1
COc1cc(/C=N/NC(=O)c2cccc([N+](=O)[O-])c2)cc(OC)c1O	2	-5	-47	6	-4	-1	.	-4	2	2	-18

Assay outcomes deposited in PubChem BioAssay by several laboratories.
